14-3-3g Raf: modulators of human 14-3-3 gamma - Raf peptide interaction; 0.19% of 160,000 active; AID 422; FP, 14-3-3gamma / TMR-pS259-Raf peptide binding; inhibition, % at 40 µM; P61981; in the data active = inhibition above about 30%;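 note: 0% = protein plus tracer without compound and 100% = blank with tracer alone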
Target sequence (P61981 whole entry, looked up): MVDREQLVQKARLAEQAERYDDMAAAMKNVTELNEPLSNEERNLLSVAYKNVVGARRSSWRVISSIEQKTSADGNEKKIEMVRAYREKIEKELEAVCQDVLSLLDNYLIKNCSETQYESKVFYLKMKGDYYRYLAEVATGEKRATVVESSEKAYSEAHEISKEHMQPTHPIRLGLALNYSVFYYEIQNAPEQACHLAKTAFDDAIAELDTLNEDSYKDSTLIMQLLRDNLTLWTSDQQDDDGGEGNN
Numbers without * were called inactive; & = joins results of further samples.

SMILES | 14-3-3g Raf
Cc1[nH]c(=O)[nH]c(=O)c1NCCO | -4
Cc1ccc2nc(NC(=O)CSc3nc4c(c(=O)n3C)SC(C)C4)sc2c1 (stereo unspecified) | -3&-30
O=C1Nc2ccccc2OC1CC(=O)N1CCOCC1 (stereo unspecified) | 0
CC1(C)CC2CC(C)(CN2C(=O)C2CCN(S(=O)(=O)c3cccc([N+](=O)[O-])c3)CC2)C1 (stereo unspecified) | -7
Nc1cc(=O)oc2cc(O)ccc12 | 4
CCn1c(NCc2cccs2)nc2ccccc21 | 3
CC1(C)Cc2c(sc3[nH]c(=S)n(Cc4ccccc4)c(=O)c23)CO1 | -9
COCCNS(=O)(=O)c1ccc(SC)cc1 | 2
Cc1ccc(-c2c(C(=O)N3CCOCC3)oc(=O)c3ccccc23)cc1 | 4
CCOc1ccc(NCc2nnc(SCC(=O)Nc3cc(C)on3)n2-c2ccccc2OC)cc1 | -10
COc1ccc(-n2c(SCC(=O)Nc3cccc(C)c3)nc3c([nH]c4ccccc43)c2=O)cc1 | -3
N#Cc1cc2c(nc1SCC(=O)N1c3ccccc3Sc3ccccc31)CCC2 | -7
Cc1ccc(C2/C(=C(\O)c3ccc(S(=O)(=O)N4CCOCC4)cc3)C(=O)C(=O)N2CCN2CCOCC2)o1 (stereo unspecified) | -13
Cc1ccc(CNC(=O)C2CCN(S(=O)(=O)N3CCOCC3)CC2)cc1 | -9&-6
O=C(Nc1c2c(nn1-c1cccc(Cl)c1)CS(=O)C2)c1ccc(S(=O)(=O)N2CCCCC2)cc1 (stereo unspecified) | 1
CCOc1ccccc1NC(=O)c1c(NC(=O)c2ccco2)sc2c1CCCCC2 | -24
COc1cc(-c2noc(-c3cccs3)n2)cc(OC)c1OC | 0
COc1ccc(-c2noc(CCC(=O)Nc3nc4ccccc4s3)n2)cc1 | -3
CCOC(=O)CNC(=O)c1cc(-c2ccc3c(c2)OCCO3)oc1C | -9
Cc1noc(C)c1COC(=O)c1cc2c3ccccc3n(C)c2s1 | -29
Cc1ccc2nc(C)cc(NCc3cccnc3)c2c1 | -34
Cc1cnc(-c2nnc(N(C)C(=O)C3CCCO3)s2)cn1 (stereo unspecified) | -10
CCOCCCNC(=O)C(NC(=O)c1ccc(=O)[nH]c1)c1ccccc1 (stereo unspecified) | 2
Cn1c(CC(=O)Nc2ccccc2)nnc1SCC(=O)c1ccccc1 | 0
CCOc1ccc2c3c(c(=O)oc2c1C)CCC3 | 0
(continued)
SMILES | 14-3-3g Raf
Cc1nc(-c2ccc(C(=O)O)cc2)cs1 | -9
CN(C(=O)CCc1nc(-c2ccccc2F)no1)c1ccc(Br)cc1 | 3
COC(=O)c1ccc(C)c(NS(=O)(=O)c2ccc(NC(C)=O)cc2)c1 | -3
Cn1c(=S)[nH]c2ccccc2c1=O | -9
O=c1cc(-c2ccco2)nc(-c2cccs2)o1 | -2
Cc1cc(C)n(-c2nnc3n2N=C(c2ccccc2)CS3)n1 | -6
N#Cc1nc(-c2ccccc2F)oc1NCCN1CCOCC1 | -4
COc1ccc(OC)c(NC2=C(Cl)C(=O)N(c3ccc(C)c(Cl)c3)C2=O)c1 | -5
CN(C)c1ccc(NC(=O)C2CC3CCCC(C2)C3=O)cc1 (stereo unspecified) | -3
Cc1ccc(S(=O)(=O)NCC2CCC(C(=O)NCCN3CCCC3)CC2)cc1 (stereo unspecified) | -5
COCCN1Cc2cccc(C(=O)Nc3ccc(OC)c(OC)c3)c2C1=O | -5
COc1cccc(C2=NOC(C(=O)NC3CCCCC3)C2)c1 (stereo unspecified) | -3
COc1ccc(N2CCN(C(CNC(=O)c3ccc4c(c3)OCO4)c3cccnc3)CC2)cc1 (stereo unspecified) | -4
Cc1ccc(CSc2nnc3c(n2)OC(c2cccc(C)n2)Nc2ccccc2-3)cc1 (stereo unspecified) | 32*
NC(=O)CCCC1=NS(=O)(=O)c2ccccc2N1 | 5&-4
CC1CCCC(NC(=O)C2N(CC3COc4ccccc4O3)C(=O)C3C(C(=O)Nc4ccc(Cl)cc4)C4C=CC32O4)C1C (stereo unspecified) | -9
COc1ccc(C2=CC(=O)N(CC(=O)O)c3ccccc3S2)cc1 | 6
CC(C)(C)NC(=O)C[n+]1ccc(C(N)=O)cc1 | 6
Cc1cc2oc(=O)c3c(c2c2occ(-c4ccc(Cl)cc4)c12)CCC3 | -14
O=C1CC(SCCO)C(=O)N1c1ccc(Oc2ccccc2)cc1 (stereo unspecified) | -3
COC(=O)C1=CN(C2CC2)C=C(C(=O)OC)C1c1ccc(C(=O)OC)cc1 | -3
CCOC(=O)CNC(=O)COc1ccc(Cl)cc1Br | 8
COc1ccccc1NC(=O)C1CC(=O)N(C)C(=Nc2cccc(C(F)(F)F)c2)S1 (stereo unspecified) | -19
CC1CCCCC1NC(=O)CCSCc1cccc(Cl)c1 (stereo unspecified) | 3
N#Cc1cc(Cl)c(N2CCOCC2)cc1C#N | -7&7

Ordered by SMILES length (rising): 3 of the compounds above
SMILES | 14-3-3g Raf
Cn1c(=S)[nH]c2ccccc2c1=O | -9
Cc1nc(-c2ccc(C(=O)O)cc2)cs1 | -9
COCCN1Cc2cccc(C(=O)Nc3ccc(OC)c(OC)c3)c2C1=O | -5

Part of the list above in order of count of non-hydrogen atoms, smallest number first.
SMILES | 14-3-3g Raf
Nc1cc(=O)oc2cc(O)ccc12 | 4
Cc1nc(-c2ccc(C(=O)O)cc2)cs1 | -9
COCCNS(=O)(=O)c1ccc(SC)cc1 | 2
O=c1cc(-c2ccco2)nc(-c2cccs2)o1 | -2
CCn1c(NCc2cccs2)nc2ccccc21 | 3
CCOC(=O)CNC(=O)COc1ccc(Cl)cc1Br | 8
O=C1Nc2ccccc2OC1CC(=O)N1CCOCC1 (stereo unspecified) | 0
Cc1cnc(-c2nnc(N(C)C(=O)C3CCCO3)s2)cn1 (stereo unspecified) | -10
Cc1cc(C)n(-c2nnc3n2N=C(c2ccccc2)CS3)n1 | -6
N#Cc1nc(-c2ccccc2F)oc1NCCN1CCOCC1 | -4
Cc1noc(C)c1COC(=O)c1cc2c3ccccc3n(C)c2s1 | -29
COC(=O)c1ccc(C)c(NS(=O)(=O)c2ccc(NC(C)=O)cc2)c1 | -3
Cc1ccc(-c2c(C(=O)N3CCOCC3)oc(=O)c3ccccc23)cc1 | 4
COc1ccc(-c2noc(CCC(=O)Nc3nc4ccccc4s3)n2)cc1 | -3
N#Cc1cc2c(nc1SCC(=O)N1c3ccccc3Sc3ccccc31)CCC2 | -7
CCOc1ccccc1NC(=O)c1c(NC(=O)c2ccco2)sc2c1CCCCC2 | -24
CC1(C)CC2CC(C)(CN2C(=O)C2CCN(S(=O)(=O)c3cccc([N+](=O)[O-])c3)CC2)C1 (stereo unspecified) | -7
COc1ccc(N2CCN(C(CNC(=O)c3ccc4c(c3)OCO4)c3cccnc3)CC2)cc1 (stereo unspecified) | -4
CCOc1ccc(NCc2nnc(SCC(=O)Nc3cc(C)on3)n2-c2ccccc2OC)cc1 | -10
Cc1ccc(C2/C(=C(\O)c3ccc(S(=O)(=O)N4CCOCC4)cc3)C(=O)C(=O)N2CCN2CCOCC2)o1 (stereo unspecified) | -13
CC1CCCC(NC(=O)C2N(CC3COc4ccccc4O3)C(=O)C3C(C(=O)Nc4ccc(Cl)cc4)C4C=CC32O4)C1C (stereo unspecified) | -9

Going on with the list.
SMILES | 14-3-3g Raf
COc1ccc(-n2nc3c(c2NC(=O)c2ccccc2[N+](=O)[O-])CS(=O)(=O)C3)cc1 | 4
CSc1nsc(SCC(=O)NC2CCCCC2)n1 | 6
CC(=O)NCCOc1nc(N(C)C)nc(N(C)C)n1 | -3
CC1=C(C(N)=O)C(c2ccc(C)cc2)n2nc(SCc3ccccc3F)nc2N1 (stereo unspecified) | 5
Cc1cc(C)n(C(=O)CNC(=O)CCc2ccccc2)n1 | 5
COc1ccc(CNc2nc(-c3ccc(F)cc3)cc(C(F)(F)F)n2)cc1 | 1
COc1ccc(N2CCN(C(=O)COc3ccc4ccccc4c3)CC2)cc1 | -2
CCOC(=O)c1ccc(NC(=O)CN2C(=O)CSC2=O)cc1 | 1
CC(=O)OCC(=O)[C@H]1CC[C@H]2[C@@H]3CC=C4C[C@@H](O)CC[C@]4(C)[C@H]3CC[C@]12C | -2
Cc1nc2ccccc2cc1O | -3
CCOC(=O)C1=C(C)N=C2SCCC(=O)N2C1c1ccc(OC)cc1 (stereo unspecified) | 6
O=C(Cc1c(C(=O)O)[nH]c2ccc(Cl)cc12)NC1CCCC1 | 7
CCOC(=O)c1ccc2c(c1)C1C=CCC1C(c1ccc(OC(C)=O)cc1OC(C)=O)N2 (stereo unspecified) | -10
CC1CCN(CCCn2c(=S)[nH]c3ccccc3c2=O)CC1 | -6
Cc1ccc(S(=O)(=O)c2cc3c(=O)n4cccc(C)c4nc3n(CC3CCCO3)c2=N)cc1 (stereo unspecified) | 4
CCn1c(=O)c(C(=O)NCCNCCO)c(O)c2ccccc21 | -2
CCOc1ccc(/C(O)=C2\C(=O)C(=O)N(Cc3cccnc3)C2c2ccccc2F)cc1 (stereo unspecified) | 0
CCOc1ccccc1CNC(=O)C1CCCN(c2nc3ccccc3o2)C1 (stereo unspecified) | 0&-5
CCc1nnc2n1N=C(c1ccc(Cl)cc1)CS2 | -4
CS(=O)(=O)N(CC(=O)NC1CC2CCC1C2)c1cc(C(F)(F)F)ccc1Cl (stereo unspecified) | -6
CC1CCN(C(=O)c2c[nH]c3ccc(S(=O)(=O)N4CCCCC4c4cccnc4)cc3c2=O)CC1 (stereo unspecified) | -1
CCOC(=O)c1cc(C)sc1NC(=O)c1ccccc1F | -9
COc1ccc(N2C(=O)c3ccccc3C2C(=O)NC2CCCCC2)cc1 (stereo unspecified) | -5
CCOc1ccc(C2CC(=O)C3=C(C2)Nc2ccccc2NC3c2ccccc2Cl)cc1OC (stereo unspecified) | 4
CC(=O)Nc1cc(C(=O)NCCc2ccccc2)ccc1Nc1cccc(Cl)c1 | -21
The list goes on.
SMILES | 14-3-3g Raf
CC(=O)Nc1cc(C(=O)N2CCN(c3cccc(C)c3)C(C)C2)ccc1S(=O)(=O)c1ccc(C)cc1 (stereo unspecified) | -10
O=C(NCCCN1CCOCC1)c1ccccc1-c1ccccc1 | -5
CC(=O)c1c(C)[nH]c(C(=O)N2CCCC(C)C2)c1C (stereo unspecified) | 0
O=C(c1ccccc1Br)N1CCN(c2cccc(Cl)c2)CC1 | -2
O=C(OCc1nnc(-c2ccccc2)o1)c1cc(=O)c2ccccc2o1 | -9
O=C(O)c1ccc(F)c(S(=O)(=O)Nc2ccccc2Cl)c1 | -14
CC(CN1CCOCC1)OC(=O)c1ccc2c(c1)OCCO2 (stereo unspecified) | -4&-1
Cc1ccc2nc(-c3cccc(N=Cc4cccc([N+](=O)[O-])c4)c3)oc2c1 | -65
O=C(CCS(=O)(=O)c1nc(-c2ccc3c(c2)OCO3)cc(C(F)(F)F)n1)Nc1cccnc1Cl | -5
O=C(CN1CCN(Cc2ccccc2Cl)C1=O)NC1CCCCCC1 | 5
COCCCNC(=O)c1ccc2c(=O)n(Cc3ccco3)c(=S)[nH]c2c1 | -10
CCOC(=O)c1c(NC(=O)c2cccc(Cl)c2)sc(C(=O)NC2CCCCC2)c1C | -7
Cc1cccc(N2C(=O)c3ccc([N+](=O)[O-])cc3C2=O)c1 | 0
CCOC(=O)CSc1nnc2n(C)c(=O)c3c(n12)-c1ccccc1CC31CCCCC1 | 4
Cc1nc(-c2ccc(NC(=O)c3sc(-c4ccccc4)nc3C)cc2)cs1 | -4
COC(=O)C1=C(C)NC2=C(C(=O)CC(c3ccc(OC)cc3)C2)C1c1cc(Cl)c(O)c(OC)c1 (stereo unspecified) | 7
COC(=O)c1ccc2c(c1)N(Cc1ccccc1F)C(=O)c1ccccc1S2 | -7
Cc1ccc(OCC(O)Cn2c(=N)n(CCN3CCCCC3)c3ccccc32)cc1 (stereo unspecified) | -4
Cc1cc(N2C(=O)CC(Cc3ccccc3)C2=O)no1 (stereo unspecified) | 0
Cc1ccc(NC(=O)c2ccc(F)c(S(=O)(=O)NC3CCCCC3C)c2)cc1F (stereo unspecified) | -3
COc1ccc(NC(=O)C(C)N(c2ccccc2)S(C)(=O)=O)cc1 (stereo unspecified) | -4
CSc1oc(-c2ccc(C)cc2)nc1S(=O)(=O)c1ccc(C)cc1 | -48
CCc1ccc(-n2nc3ccc(NC(=O)c4cccc(OC)c4)cc3n2)cc1 | -6
COc1ccc(-c2nc3n(n2)C(=O)CC(c2ccc4c(c2)OCO4)S3)cc1 (stereo unspecified) | -11
CCCOC(=O)CCCCC1SCC(NC(=O)OC)C1NC(=O)OC (stereo unspecified) | 2
(further entries)
SMILES | 14-3-3g Raf
COc1ccc(N(C)C(=O)CCN2C(=S)NC(C)(C)CC2C)cc1 (stereo unspecified) | 10
Cc1onc(-c2ccccc2)c1C(=O)n1cnc2ccccc21 | -15
CCOc1ccc(-c2nc3cc(N=CC=Cc4ccccc4[N+](=O)[O-])ccc3o2)cc1 | -101
O=C(CNCCC1=CCCCC1)Nc1ccccc1N1CCCCC1 | -8
CCCn1c(SCCc2ccccc2)nc2c1c(=O)[nH]c(=O)n2C | 0&2
Cc1ccc(N2C(=O)Nc3ccc(Br)cc3C2(O)C(=O)NCCCOC(C)C)cc1C (stereo unspecified) | -5
O=C(CSc1nnc(-c2ccccc2)o1)N1c2ccccc2Sc2ccccc21 | 0
Cc1cc(C)n(C(=O)c2ccc(S(=O)(=O)N3CCCC3)cc2)n1 | -10
CCC1CCCCN1c1ncnc(N)c1[N+](=O)[O-] (stereo unspecified) | -3
CCCNC(=O)c1noc2c1CCc1ccccc1-2 | 4
COc1ccccc1Nc1nc(-c2ccccc2)c2cc(C)ccc2n1 | -13
Cc1ccc(OCCN2C(=O)OC(C)(C)C2(C)O)cc1 (stereo unspecified) | -6
O=S1(=O)CCC(S(=O)(=O)N2CCOCC2)C1 (stereo unspecified) | -18
O=C(O)c1ccccc1N1C(=O)C2C3C=CC(C3)C2C1=O (stereo unspecified) | 0
CC1CCCCN1CCNC(=O)CCS(=O)(=O)Cc1ccc(Cl)cc1 (stereo unspecified) | -13
CC(C)CC1NC2(C(=O)N(Cc3ccccc3F)c3ccccc32)C2C(=O)N(c3cccc(Cl)c3)C(=O)C12 (stereo unspecified) | 1
N#Cc1c(-c2ccco2)nc(NCC2CCCO2)[nH]c1=O (stereo unspecified) | -4

Screens (PubChem BioAssay)

An excerpt; count on the stated rates, not on these rows.
